# FAS TE block: inhibitors of human fatty acid synthase thioesterase domain. AID 602261. recombinant FAS-TE, OMFH fluorogenic substrate, fluorescence endpoint. inhibition, % at 15 µM. hit rate 0.67% among 360,000;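 active = compounds whose normalised, plate-corrected inhibition of enzyme fluorescence in the single-dose primary screen is 50% or more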;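 note: 0% = DMSO with enzyme and 100% = substrate without enzyme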
# MsrA inhibitor: bovine MsrA inhibition | purified bovine MsrA, absorbance read-out | hit rate 0.75% among 360,000 | inhibition, % at 15.5 µM; in the data active = inhibition above about 4.5%;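 note: 0% = vehicle wells with enzyme and 100% = reference inhibitor wells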
# MT1-MMP act inh: inhibitors of human MT1-MMP activation. hit rate 0.061% among 360,000. AID 651647. HT1080 RFP-PRO-GFP cells, GFP/RFP ratio fluorescence, overnight; percent of plate control window, DMSO zero. GFP/RFP ratio change, % at 20 µM. P50281;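 active = GFP/RFP ratio change of at least 30% with cell ATP level not reduced by more than half and red fluorescence within 50% of control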; note: strong numbers were not always called active
#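 Assay system: HT1080 cells carrying an RFP-PRO-GFP reporter | Dosing: Single dose of 20 µM compound, 1% DMSO final | Incubation: Cells overnight before dosing, compound overnight, 37 °C, 5% CO2 | Evaluation: GFP/RFP fluorescence ratio | Control set: DMSO and RFP-L50D-GFP cell wells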
# Rin1 Abl inh: inhibitors of human Rin1-Abl protein interaction | P00519+Q13671 | TR-FRET Rin1/Abl binding, biochemical | inhibition, % at 7.35 µM | hit rate 0.4% among 360,000 | AID 588664; in the data active = inhibition above about 5%, passing the limit was not always enough
# PABP1 MLLE inh: inhibitors of microRNA-mediated deadenylation, human PABP1 MLLE binding; P11940; GST-MLLE / FITC-PAM2 fluorescence polarization; inhibition, % at 20 µM; hit rate 0.36% among 360,000; AID 588489; in the data active = inhibition above about 35%, passing the limit was not always enough;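 note: plate controls were DMSO wells with GST-MLLE for no effect and wells lacking GST-MLLE protein for full effect; some results filed as inactive read as strong as hits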
# Target sequence (P11940 whole entry, looked up): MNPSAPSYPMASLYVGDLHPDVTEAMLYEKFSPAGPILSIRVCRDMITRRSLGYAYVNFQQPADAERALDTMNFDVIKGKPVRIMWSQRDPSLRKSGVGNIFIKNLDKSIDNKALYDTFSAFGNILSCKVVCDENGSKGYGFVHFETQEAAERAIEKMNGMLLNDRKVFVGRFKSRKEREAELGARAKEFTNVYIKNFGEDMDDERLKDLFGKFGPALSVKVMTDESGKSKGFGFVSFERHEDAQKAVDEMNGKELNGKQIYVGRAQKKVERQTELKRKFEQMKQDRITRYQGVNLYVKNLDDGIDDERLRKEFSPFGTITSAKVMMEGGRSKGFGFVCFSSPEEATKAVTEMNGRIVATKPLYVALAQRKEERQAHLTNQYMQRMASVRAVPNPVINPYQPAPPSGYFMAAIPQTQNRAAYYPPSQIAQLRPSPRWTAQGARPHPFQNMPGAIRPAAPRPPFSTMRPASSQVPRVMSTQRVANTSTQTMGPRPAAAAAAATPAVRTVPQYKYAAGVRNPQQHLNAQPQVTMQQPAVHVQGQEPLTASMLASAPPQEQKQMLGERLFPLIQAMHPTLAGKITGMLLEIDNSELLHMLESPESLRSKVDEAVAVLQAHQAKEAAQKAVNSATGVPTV
# E coli Lon inh: inhibits E. coli Lon protease | P0A9M0 | purified E. coli Lon protease, fluorescence polarization | inhibition, % at 7.94 µM | hit rate 0.42% among 360,000; in the data active = inhibition above about 13%, passing the limit was not always enough;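 note: 0% = enzyme with probe and DMSO and 100% = no enzyme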
# CSN inh: CSN deneddylation inhibition | inhibition, % at 12.5 µM | Q92905 | Purified CSN, SCF-Nedd8-OG deneddylation, fluorescence polarization | hit rate 0.38% among 360,000;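 active = pattern-corrected inhibition above about 35%, with an unprinted fluorescence ratio check between 0.5 and 1.5, limit read from the data, passing the limit was not always enough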;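 note: 0% = enzyme with substrate and 100% = substrate without enzyme; some results filed as inactive read as strong as hits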
# Target sequence (Q92905 whole entry, looked up, one chain of several): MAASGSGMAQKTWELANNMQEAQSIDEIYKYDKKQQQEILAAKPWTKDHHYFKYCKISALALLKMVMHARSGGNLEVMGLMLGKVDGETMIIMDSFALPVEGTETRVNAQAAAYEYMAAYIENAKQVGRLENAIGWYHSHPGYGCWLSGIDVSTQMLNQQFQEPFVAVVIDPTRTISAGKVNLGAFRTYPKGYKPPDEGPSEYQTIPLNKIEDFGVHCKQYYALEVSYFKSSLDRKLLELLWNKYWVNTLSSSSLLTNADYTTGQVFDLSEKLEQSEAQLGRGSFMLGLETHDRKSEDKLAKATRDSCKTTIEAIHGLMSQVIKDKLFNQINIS
#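 Assay system: purified human Csn5 enzyme expressed in HEK293T cells; Input: 0.24 nM Csn5 enzyme, final concentration; Reagent: 10 nM SCFSkp2-Nedd8OG; Compound dosing: 12.5 µM single point; Times: reaction 90 min, room temperature; Technique: fluorescence polarization readout.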
# Rpn11 inh: blocks the human proteasome subunit Rpn11. hit rate 0.59% among 360,000. human 26S proteasome, Ub4-pepOG fluorescence polarization; 20S core pre-blocked with epoxomicin. calls only at 20 µM. O00487;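 active = inhibition at 20 µM, scaled to each plate's controls, above about 33%, limit read from the data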
# MsrA act: activators of bovine methionine sulfoxide reductase A. purified bovine MsrA, absorbance read-out. activation, % at 10.6 µM. hit rate 0.3% among 360,000; in the data active = activation above about 7.5%;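 note: 0% = vehicle and 100% = reference activator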
# Active calls of the source: *; i = inactive; x = no result given; + = active, no number.
# Each structure is followed by: FAS TE block, MsrA inhibitor, MT1-MMP act inh, Rin1 Abl inh, PABP1 MLLE inh, E coli Lon inh, CSN inh, Rpn11 inh, MsrA act
(1) Cc1ccc(CN2CCC(n3nccc3NC(=O)c3ccccc3C)CC2)o1
 : -6, 0.4, 3, 1, 14, -41, -6, i, 1
(2) COC(=O)c1ccc(C(=O)OC)c(NC(=O)C2CC2)c1
 : -7, -0.2, -1, 0, 1, 3, -11, i, -8
(3) Cn1cccc1C(=O)OCc1ccc(C(C)(C)C)cc1
 : 9, 0.0, -3, 0, -1, -1, -1, i, -1
(4) CC(=O)Nc1ccc(NC(=O)CCCN2C(=O)c3ccccc3C2=O)cc1
 : -2, -1.0, -4, -2, 4, -1, -4, i, -12
(5) O=C(NCCCN1CCCC1=O)NC12CC3CC(CC(C3)C1)C2
 : -3, 0.2, 3, 0, -1, 3, 5, i, -1
(6) NC1(CO)COC(c2ccccc2)OC1 (stereo not given)
 : -7, -1.6, 7, 1, 1, -10, 1, i, -2
(7) Cc1cc(S(=O)(=O)NCC(c2ccc(F)cc2)N2CCN(C)CC2)ccc1F (stereo not given)
 : -8, -2.1, 2, -1, 4, -1, 1, i, 1
(8) COc1ccc(-c2ocnc2C(=O)N2CCN(Cc3cccnc3)CC2)cc1
 : -2, -0.9, 0, 1, -15, -3, 4, i, -3
(9) Cc1cc(C)n(C(=O)c2cc([N+](=O)[O-])cc([N+](=O)[O-])c2)n1
 : 4, 0.8, 2, -3, -5, -8, 1, i, 0
(10) COc1ccccc1NC(=O)CN1CCN(C2c3ccccc3-c3ccccc32)CC1
 : 14, 0.0, -3, 1, 4, -7, 3, i, -5
(11) Cc1cc(C(=O)N/N=C/c2ccc(O)c(O)c2O)c(C)n1-c1ccccc1
 : -22, 2.2, -3, 20*, 3, 7, 3, i, -7
(12) COc1ccc(CNC(=O)CN2C(=O)NC(C)(c3cccc(Br)c3)C2=O)cc1 (stereo not given)
 : 0, -0.7, -7, 2, 4, 13, 2, i, -1
(13) CN1C(=O)C2(OCC(CO)([N+](=O)[O-])CO2)c2ccccc21 (stereo not given)
 : -3, -0.4, 0, 3, -8, 2, -1, i, -9
(14) CC1CN=C(N(Cc2ccccc2)C(=O)Nc2ccccc2)S1 (stereo not given)
 : 1, 1.0, 0, 6, -9, -6, -6, i, 1
(15) CCOC(=O)Cn1cc(/C=N/NC(=O)CC#N)c2ccccc21
 : -6, 1.3, 1, 0, -52, -8, -4, i, -4
(16) O=C(NCc1cccc(Br)c1)C1CC(c2cc(C(F)(F)F)cc(C(F)(F)F)c2)=NO1 (stereo not given)
 : -4, 0.2, 1, 6, 20, -6, -2, i, -7
(17) O=C(/C=C/c1cccc(F)c1)Nc1ccc(S(=O)(=O)Nc2ncccn2)cc1
 : -2, 0.8, -5, 0, -55, 2, 3, i, -3
(18) CC1(C)Cc2c(cnn2-c2cccc(F)c2)C(NC(=O)c2ccc[n+]([O-])c2)C1 (stereo not given)
 : -3, 0.6, -1, 4, 0, 1, 1, i, -5
(19) Cc1ccc2nc(-c3cccnc3)cc(C(=O)N3CCN(c4ccc([N+](=O)[O-])cc4)CC3)c2c1
 : 26, 0.1, -7, -1, -15, -7, -5, i, 0
(20) O=C(Nc1nnc(-c2ccccc2)o1)c1cc(-c2cccs2)nc2ccccc12
 : 8, 0.7, -3, 1, -10, -1, 2, i, 5
(21) CCOCCCNC(=O)Cc1cc(=O)[nH]c(=O)[nH]1
 : -5, -1.4, 0, 2, -12, -9, 0, i, -3
(22) O=C(Nc1c(C(=O)NCc2ccco2)cnn1-c1ccccc1)c1ccc(F)cc1
 : 2, 0.5, -5, -1, -21, -4, 1, i, 1
(23) CCOC(=O)c1ccc(N2C(=O)c3n[nH]c(C)c3C2c2ccc(OC)c(OC)c2)cc1 (stereo not given)
 : -1, 0.5, 1, 0, -6, -9, -2, i, -3
(24) CCOC(=O)C1(C)CCN1C(=O)c1cc(F)cc(F)c1 (stereo not given)
 : -5, -0.4, -2, 1, 14, -1, -2, i, -3
(25) Cn1ccnc1SCc1nc2c(cnn2-c2ccccc2)c(=O)[nH]1
 : -10, 0.1, -2, -6, -12, -8, -1, i, -2
(26) CC(=O)N/C(=C\c1ccccc1)C(=O)Nc1ccccc1C
 : -6, -0.5, -1, 4, 8, -8, 2, i, -3
(27) COCCn1c(C)nnc1SCC(=O)NNC(=O)c1ccc(Cl)cc1
 : -4, 0.2, 0, 0, -16, 4, 1, i, 0
(28) N#Cc1cc([N+](=O)[O-])ccc1NCC1CCCO1 (stereo not given)
 : 1, 3.0, x, 1, 16, 8, 4, i, -15
(29) Cc1noc(C)c1COc1cccc(C(=O)Nc2ccc(C#N)cc2)c1
 : 8, -0.2, 8, 0, -21, -6, 9, i, -8
(30) COc1ccc(N(CC(=O)N2CCc3ccccc32)S(=O)(=O)c2c(C)noc2C)cc1
 : 23, 0.4, 2, -4, 11, -8, 2, i, -11
(31) CCOc1ccc2nc(NC(=O)C3CCN(c4cnccn4)CC3)sc2c1
 : -3, 0.8, 3, 2, 3, 5, 3, i, -8
(32) COc1cc(/C=N/NC(=O)c2cncc(Br)c2)cc([N+](=O)[O-])c1O
 : 58*, 1.7, 8, -3, -112, -5, 10, +, -2
(33) COC(=O)CNC(=O)C1(C)C=CCN1C(=O)c1ccccc1 (stereo not given)
 : -5, -0.9, -1, -1, 12, 6, 2, i, -2
(34) O=C(COC(=O)/C=C/c1cccc(Cl)c1)NCc1cccs1
 : -4, -0.5, 1, 3, -1, -4, 2, i, -5
(35) N#Cc1cccc(Nc2c3c(nc4ccccc24)CCCC3)c1
 : 11, 1.4, -1, -4, -3, -4, 2, i, -3
(36) Cc1cccc(COc2ccc(/C(O)=C3\C(=O)C(=O)N(CCN(C)C)C3c3ccncc3)cc2)c1 (stereo not given)
 : -9, x, -2, 0, 2, -7, -3, i, -9
(37) O=C(O)CCn1nnc2ccccc21
 : -6, 1.1, 3, -2, 13, 2, 2, i, 5
(38) CCOc1ccccc1NC(=S)N1CCC(c2nc3ccccc3o2)CC1
 : -3, -0.8, 0, 3, -98, -3, -2, i, -5
(39) CC(=O)Oc1ccc2oc(/C=C/N(C)C)c([N+](=O)[O-])c2c1
 : 2, 4.2, 45*, -14, -26, -44, 10, i, 0
(40) O=C(NCc1ccccc1F)C1CC(=O)N(Cc2ccco2)C1 (stereo not given)
 : -3, -0.2, 2, -1, -8, 1, 2, i, -2

# One compound at a time, from the list above.
# Listed for CCOCCCNC(=O)Cc1cc(=O)[nH]c(=O)[nH]1 : FAS TE block: -5; MsrA inhibitor: -1.4; MT1-MMP act inh: 0; Rin1 Abl inh: 2; PABP1 MLLE inh: -12; E coli Lon inh: -9; CSN inh: 0; Rpn11 inh: i; MsrA act: -3
# Listed for COc1ccc(N(CC(=O)N2CCc3ccccc32)S(=O)(=O)c2c(C)noc2C)cc1 : FAS TE block: 23; MsrA inhibitor: 0.4; MT1-MMP act inh: 2; Rin1 Abl inh: -4; PABP1 MLLE inh: 11; E coli Lon inh: -8; CSN inh: 2; Rpn11 inh: i; MsrA act: -11
# Listed for N#Cc1cccc(Nc2c3c(nc4ccccc24)CCCC3)c1 : FAS TE block: 11; MsrA inhibitor: 1.4; MT1-MMP act inh: -1; Rin1 Abl inh: -4; PABP1 MLLE inh: -3; E coli Lon inh: -4; CSN inh: 2; Rpn11 inh: i; MsrA act: -3

# Limited to CSN inh, for 2 of the compounds above:
entry | Molecule | CSN inh
39 | CC(=O)Oc1ccc2oc(/C=C/N(C)C)c([N+](=O)[O-])c2c1 | 10
30 | COc1ccc(N(CC(=O)N2CCc3ccccc32)S(=O)(=O)c2c(C)noc2C)cc1 | 2

# (listing goes on)
# Each structure is followed by: FAS TE block, MsrA inhibitor, MT1-MMP act inh, Rin1 Abl inh, PABP1 MLLE inh, E coli Lon inh, CSN inh, Rpn11 inh, MsrA act
(41) CC(=O)C1=NN(c2ccccc2)C(c2cccs2)N1c1ccc(N(C)C)cc1 (stereo not given)
 : 4, -0.1, -2, -3, 5, -1, 1, i, -1
(42) CCOC(=O)Cc1c(C)c2c(C)[nH]nc2oc1=O
 : -3, 0.9, 3, -2, 0, 9, 2, i, 0
(43) CCc1ccccc1NNC(=O)CCc1ccccc1
 : -6, 0.0, 4, -2, 4, 0, 5, i, -1
(44) CN1CCc2c(sc3c2C(=O)NC(/C=C\c2ccccc2)N3)C1 (stereo not given)
 : -17, 1.3, -24, -1, -85, -80, 19, x, -4
(45) Cn1c(=O)c2c(nc(SCC(=O)NCC3CCCO3)n2Cc2ccc(F)cc2)n(C)c1=O (stereo not given)
 : 1, -0.5, -5, -2, 6, 5, -5, i, -2
(46) COc1ccc(C(C(=O)NC2CCCC2)N(CCN(C)C)C(=O)c2snc(C(N)=O)c2N)cc1 (stereo not given)
 : -6, 3.3, 7, -5, -7, -5, -1, i, 0
(47) O=C(CSCc1ccc(Cl)cc1)N1CCOCC1
 : -11, 0.7, 1, 1, -5, -12, 4, i, 4
(48) COc1ccccc1-c1ccc2nnc(SCC(=O)N3CCCC3)n2n1
 : -10, 0.7, 1, 3, -5, 8, 0, i, -12
(49) Cn1cc(CN2CCC(C(O)c3cccs3)CC2)c(-c2cccc(Cl)c2)n1 (stereo not given)
 : -8, 0.0, 0, 4, -3, 9, -1, i, -3
(50) CCCc1nc(SCc2ccc(Cl)cc2Cl)n[nH]1
 : 0, 1.0, 1, 2, -10, -12, 1, i, 1
(51) CCOc1ccccc1NC(=O)NCc1cccnc1
 : -3, -0.7, -2, 3, -3, -1, -2, i, -3
(52) O=C(CSc1nnnn1-c1ccccc1)Nc1ccccc1
 : 1, 1.7, -1, -1, 4, 0, -9, i, -6
(53) CCCCCc1nnc(NC(=O)c2ccc3nc[nH]c3c2)s1
 : -4, 0.4, 0, 0, -19, -1, 2, i, -5
(54) CC(C)C[C@@H]1NC(=O)[C@H](CO)NC(=O)c2cc([N+](=O)[O-])cc(I)c2OCC[C@@H](C(N)=O)NC1=O
 : -6, x, 4, 2, 1, 3, -2, i, -2
(55) Cc1nn(C)c(C(=O)N/N=C/c2cccnc2)c1Cl
 : -6, -0.3, 0, 0, -6, 4, 0, i, -6
(56) Cc1onc(-c2ccccc2)c1C(=O)N1CCN(c2ccc([N+](=O)[O-])cc2)CC1
 : 13, 0.5, 3, 1, -2, -5, -4, i, 2

# Compounds above with a cyano group (4):
# Each structure is followed by: FAS TE block, MsrA inhibitor, MT1-MMP act inh, Rin1 Abl inh, PABP1 MLLE inh, E coli Lon inh, CSN inh, Rpn11 inh, MsrA act
(15) CCOC(=O)Cn1cc(/C=N/NC(=O)CC#N)c2ccccc21
 : -6, 1.3, 1, 0, -52, -8, -4, i, -4
(28) N#Cc1cc([N+](=O)[O-])ccc1NCC1CCCO1 (stereo not given)
 : 1, 3.0, x, 1, 16, 8, 4, i, -15
(29) Cc1noc(C)c1COc1cccc(C(=O)Nc2ccc(C#N)cc2)c1
 : 8, -0.2, 8, 0, -21, -6, 9, i, -8
(35) N#Cc1cccc(Nc2c3c(nc4ccccc24)CCCC3)c1
 : 11, 1.4, -1, -4, -3, -4, 2, i, -3

# From PubChem
